hcDAF12 agonist = H. contortus DAF-12 activation, primary screen | HEK293 hcDAF-12 lit1-tk-luc reporter, luminescence; 0% DMSO, 100% Δ7-dafachronic acid | activation, % at 6.8 µM | 370,000 compounds, 1.4% hits | AID 652067;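 active means activation above the mean of all tested compounds plus 3 SD, cut at about 5.5% in these data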;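 further: 100% = response to 3 µM Δ7-dafachronic acid high control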
DAX1 inh-1 = inhibitors of human orphan nuclear receptor DAX1 (NR0B1). P51843. HEK293 Gal4-DAX1 luciferase reporter, luminescence. inhibition, % at 6.75 µM. 340,000 compounds, 0.99% hits. AID 504766;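 active means inhibition above the mean over all tested compounds plus 3 SD, cut at about 4.2% in these data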;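 further: 0% = DAX1-transfected cells with DMSO and 100% = empty-vector control cells with DMSO; inhibition shows as a rise in luminescence from relieved DAX1 repression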
Target sequence (P51843 207-470 limits assumed): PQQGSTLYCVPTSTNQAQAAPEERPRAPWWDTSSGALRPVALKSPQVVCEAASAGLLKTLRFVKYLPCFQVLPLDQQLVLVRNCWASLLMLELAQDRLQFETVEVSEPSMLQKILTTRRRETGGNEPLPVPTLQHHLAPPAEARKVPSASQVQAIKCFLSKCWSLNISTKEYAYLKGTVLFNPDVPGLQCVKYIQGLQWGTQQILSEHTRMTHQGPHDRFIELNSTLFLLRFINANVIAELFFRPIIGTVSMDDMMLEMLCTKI
GC-B act = GC-B (human) receptor activation. 370,000 compounds, 0.11% hits. HEK293-GC-B cells, CNP EC30, cGMP TR-FRET; 0% at EC30 CNP, 100% saturating CNP. activation, % at 10 µM;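 active means activation at 10 µM reaching about 35% in either raw or pattern-adjusted values, limit read from the data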
hgDAF12 agonist = agonists of H. glycines DAF-12 nuclear receptor. HEK293 GAL4-hgDAF12 UAS-luciferase reporter, agonist luminescence; normalized to butyrate control. activation, % at 6.8 µM. 370,000 compounds, 1.8% hits. AID 687014;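 active means activation above a cutoff set at the mean of all screened compounds plus 3 SD, cut at about 10% in these data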;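 further: 0% = DMSO wells and 100% = sodium butyrate wells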
sPLA2-III inh = Inhibits HGIII-sPLA2 liposome hydrolysis, primary screen; Q9NZ20; QFRET BODIPY PC-A2 liposome hydrolysis, fluorescence; inhibition, % at 12.2 µM; 370,000 compounds, 0.56% hits; AID 743126;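 active means inhibition above mean plus 3 SD of compounds lying within the high and low control bounds, cut at about 19% in these data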;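 further: 0% = median of test compound wells and 100% = no enzyme DMSO wells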
Target sequence (Q9NZ20 whole entry, looked up): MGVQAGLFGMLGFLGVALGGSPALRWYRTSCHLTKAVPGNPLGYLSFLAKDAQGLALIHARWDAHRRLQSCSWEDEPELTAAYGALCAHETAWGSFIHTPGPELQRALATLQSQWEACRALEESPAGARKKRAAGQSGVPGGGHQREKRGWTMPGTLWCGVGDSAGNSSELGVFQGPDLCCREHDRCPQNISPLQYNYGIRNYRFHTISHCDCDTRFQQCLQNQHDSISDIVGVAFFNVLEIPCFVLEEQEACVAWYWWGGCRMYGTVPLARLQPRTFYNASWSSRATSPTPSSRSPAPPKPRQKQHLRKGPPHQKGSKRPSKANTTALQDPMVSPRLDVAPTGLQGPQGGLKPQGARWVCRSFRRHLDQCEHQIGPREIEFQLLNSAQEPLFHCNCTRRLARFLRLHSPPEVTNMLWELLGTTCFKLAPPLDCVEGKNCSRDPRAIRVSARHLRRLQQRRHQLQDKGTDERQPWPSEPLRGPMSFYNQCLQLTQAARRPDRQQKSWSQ
DAX1 inh-2 = inhibitors of DAX1 repression of SF-1 activated StAR promoter | HEK293T StAR-luciferase reporter, SF-1/DAX-1 repression relief | inhibition, % at 6.8 µM | 370,000 compounds, 1.1% hits | AID 652010;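 active means inhibition above the mean over all tested compounds plus 3 SD, cut at about 3.6% in these data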;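 further: 0% = DAX-1 cells with DMSO and 100% = cells lacking DAX-1 with DMSO; higher inhibition means more luminescence from relief of DAX-1 repression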
SMARCA2 act = increases SMARCA2 function in MMTV reporter cells; MG213 cells, MMTV-luciferase reporter, dexamethasone, overnight; AID 652017; 370,000 compounds, 1% hits; activation, % at 9.1 µM; in the data active means activation above about 7.8%;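 further: 0% = vehicle wells and 100% = reference activator wells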
ssDAF12 agonist = activates DAF-12 receptor from parasite S. stercoralis | 370,000 compounds, 1% hits | AID 652126 | HEK293 ssDAF-12/GRIP1 lit1-tk-luc reporter, luminescence; % of 3 µM dafachronic acid response | activation, % at 6.8 µM;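 active means activation above the mean over all tested compounds plus 3 SD, cut at about 0.9% in these data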;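 further: 0% = DMSO-only wells and 100% = 3 µM delta7-dafachronic acid wells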
KLK7 zymogen act = activates the human kallikrein-7 zymogen; P49862; purified proKLK7, EDANS-DABCYL substrate fluorescence; 100% is mature enzyme control, 0% vehicle; activation, % at 7 µM; 370,000 compounds, 0.9% hits;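 active means activation above the mean of all tested compounds plus 3 SD, computed per campaign excluding outliers beyond control limits, cut at about 13% in these data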
Target sequence (P49862 whole entry, looked up): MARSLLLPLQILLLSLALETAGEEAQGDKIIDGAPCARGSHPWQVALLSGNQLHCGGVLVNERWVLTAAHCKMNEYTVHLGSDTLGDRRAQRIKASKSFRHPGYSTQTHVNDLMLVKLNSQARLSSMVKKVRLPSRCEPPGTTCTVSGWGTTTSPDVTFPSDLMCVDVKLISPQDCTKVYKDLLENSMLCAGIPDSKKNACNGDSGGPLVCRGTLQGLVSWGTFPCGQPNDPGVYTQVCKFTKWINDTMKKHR
GAA850 FXN act = increases GAA850 frataxin promoter reporter activity; HEK293 lucGAA850 FXN promoter luciferase reporter, 24 h; percent of 10 µM SAHA response; activation, % at 6 µM; 360,000 compounds, 0.56% hits; AID 540364;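 active means activation above the average of all compounds screened plus 3 SD, cutoff fixed separately per campaign, cut at about 7.5% in these data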;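 further: 0% = DMSO wells and 100% = 10 µM SAHA wells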
NPR1 activator = GC-A (human) enzyme activation; P16066; HEK293 GC-A cells, cGMP TR-FRET, EC30 ANP; 0% at EC30 ANP, 100% saturating ANP; activation, % at 10 µM; 370,000 compounds, 0.14% hits; AID 1671463; in the data active means activation above about 40%
* marks the source's active call; other numbers are inactive results; x = no result given.

cpd | structure | hcDAF12 agonist | DAX1 inh-1 | GC-B act | hgDAF12 agonist | sPLA2-III inh | DAX1 inh-2 | SMARCA2 act | ssDAF12 agonist | KLK7 zymogen act | GAA850 FXN act | NPR1 activator
1 | CSc1ccccc1NP1(=O)OCC(C)([N+](=O)[O-])CO1 (configuration not stated) | 0.4 | 1.1 | 3 | 4.8 | 2 | -2.8 | 0 | -0.7 | 0.6 | 0.8 | 0
2 | CN1CCc2cc3c(c4c2C1Cc1ccccc1-4)OCO3 (configuration not stated) | -0.6 | -2.0 | -9 | -4.8 | -4 | -0.3 | -3 | -0.9 | -1.0 | 0.7 | -1
3 | O=C(COC(=O)Cc1ccccc1)Nc1cc(S(=O)(=O)N2CCOCC2)ccc1N1CCCC1 | -3.3 | 0.9 | 8 | -2.0 | 5 | 0.0 | -2 | -2.0 | -0.1 | 4.4 | 2
4 | C#CCN(C)[C@H](C)Cc1ccccc1 | 0.2 | -0.1 | 7 | 1.0 | -2 | 0.5 | -2 | -1.1 | 0.3 | -1.9 | 2
5 | N#Cc1cc(F)c(N2CCNCC2)cc1Cl | -5.7 | -1.1 | -5 | 1.0 | 1 | -0.7 | 1 | -0.9 | 0.0 | 2.8 | 1
6 | CC1CCSP(=O)(Oc2ccccc2)O1 (configuration not stated) | -1.2 | -0.7 | -2 | 0.8 | 3 | 0.9 | 0 | -0.8 | -0.8 | 0.8 | 2
7 | CC(CC(C#N)(c1ccccc1)c1ccccc1)N(C)C (configuration not stated) | 0.4 | 0.4 | -12 | -0.7 | -3 | 0.0 | 8 | -1.0 | 0.1 | -0.7 | -8
8 | N#CCCn1cc(C(=O)Nc2ccc([N+](=O)[O-])cc2)c(-c2ccccc2)n1 | 1.0 | 1.0 | -6 | 2.4 | -12 | -1.6 | -1 | -1.9 | -0.4 | -0.3 | -4
9 | N#CC1c2ccccc2-n2nncc2CN1C(=O)CCc1ccccc1 (configuration not stated) | 0.5 | 0.5 | 2 | 0.9 | 3 | -0.3 | 3 | -1.4 | -0.1 | -1.5 | -5
10 | CC(C)OS(C)(=O)=O | -1.0 | 1.2 | -8 | -3.5 | -3 | 0.1 | 6 | -1.2 | 0.1 | 1.7 | 0
11 | COc1ccc2c(c1)c(C(=O)CN1CCC3(CC1)OCCO3)c(C)n2Cc1ccccc1 | -1.9 | -0.6 | -16 | -1.8 | -8 | -0.2 | 1 | -1.4 | 0.0 | 3.9 | 0
12 | CN=C1CN(O)C(c2ccccc2)=c2cc(Cl)ccc2=N1 | 0.3 | 0.0 | -6 | 1.0 | 5 | 0.5 | -4 | -1.6 | -0.1 | 0.8 | -7
13 | CCC(C)C1N=C(c2ccccc2)c2cc(Cl)ccc2N(CC(=O)NCc2ccco2)C1=O (configuration not stated) | 2.5 | 0.2 | -17 | -2.7 | 3 | -0.3 | -2 | -0.2 | 0.2 | -0.3 | -17
14 | Cc1ccsc1C(=O)C1CCCN(Cc2ccn[nH]2)C1 (configuration not stated) | -0.5 | -0.6 | 2 | -1.5 | 5 | 0.2 | 4 | -0.9 | 0.3 | -0.1 | 4
15 | O=C(Nc1ccccc1)N1Cc2cc(Br)ccc2-n2nncc2C1 | -0.3 | x | -3 | -1.1 | 4 | -1.6 | -2 | -0.7 | 0.5 | x | -4
16 | Fc1ccccc1N1CCN(Cc2ccc3c(c2)OCO3)CC1 | -2.1 | -0.1 | 1 | 1.2 | 0 | 0.3 | -4 | -1.2 | -0.2 | -1.9 | 2
17 | Cn1c(=O)n(C)c2cc([N+](=O)[O-])c(N3CCNCC3)cc21 | -2.9 | 0.6 | 2 | -3.4 | 8 | -0.5 | -4 | -2.3 | -0.4 | 0.9 | 4
18 | CCN(CC)P(=O)(c1n(CC)cc[n+]1CC)N(CC)CC | -2.0 | -1.4 | 0 | -2.5 | 3 | -0.5 | 1 | -1.0 | -0.7 | -2.0 | 0
19 | CN1CCN(c2ccc([N+](=O)[O-])c(N)c2)CC1 | 0.8 | -0.9 | 0 | 0.2 | 4 | 0.6 | 2 | -1.3 | -0.2 | 2.3 | 0
20 | CC1CN2c3ccc([N+](=O)[O-])cc3CC3(C(=O)N(C)C(=O)N(C)C3=O)C2C(C)O1 (configuration not stated) | 1.7 | -1.8 | 6 | 0.0 | -2 | 0.2 | -1 | -2.3 | -0.1 | 0.3 | 2
21 | COc1ccc(CCNCc2c(OC)ccc3ccccc23)cc1 | -0.2 | -0.2 | -14 | 0.4 | -16 | 0.0 | 2 | -1.1 | 0.2 | -2.4 | -41
22 | COCCNC(=O)c1ccc(N2CC3CC(C2)c2cccc(=O)n2C3)c([N+](=O)[O-])c1 (configuration not stated) | -1.1 | 0.2 | 5 | -0.2 | 9 | -0.2 | 3 | -1.4 | 0.9 | -0.7 | -3
23 | O=c1cccc2n1CC1CC2CN(CC(O)CN2CC3CC(C2)c2cccc(=O)n2C3)C1 (configuration not stated) | -0.5 | 0.1 | 5 | -1.7 | 4 | -0.6 | 3 | -1.3 | 0.5 | -0.1 | 0
24 | CCCCCC(=O)N[C@@H](c1ccccc1)[C@@H](O)C(=O)O[C@H]1C[C@@]2(O)[C@@H](OC(=O)c3ccccc3)C3[C@](C)(C(=O)[C@H](O)C(=C1C)C2(C)C)[C@@H](OC1OCC(O)C(O)C1O)C[C@H]1OC[C@@]31OC(C)=O (some centres not stated) | -0.1 | -3.0 | 6 | -1.1 | -20 | -0.9 | 0 | -1.5 | 0.5 | 0.3 | 0
25 | O=c1[nH]c(=O)n(-c2ccc(F)cc2)c(O)c1/C=C1\C=Nc2ccccc21 | 3.1 | 1.1 | -1 | 9.0 | 5 | 0.0 | -2 | -0.3 | -0.7 | 0.8 | 17

Additional records:
cpd | structure | hcDAF12 agonist | DAX1 inh-1 | GC-B act | hgDAF12 agonist | sPLA2-III inh | DAX1 inh-2 | SMARCA2 act | ssDAF12 agonist | KLK7 zymogen act | GAA850 FXN act | NPR1 activator
26 | CC(C(=O)c1cn(C)c2ccccc12)c1ccccc1 (configuration not stated) | -0.6 | 0.1 | -9 | -0.9 | -7 | -0.6 | -4 | -1.4 | 0.2 | 1.0 | -8
27 | NC(=O)CSc1nnc([C@@H](N)Cc2c[nH]c3ccccc23)o1 | 1.4 | -0.4 | 1 | -0.1 | 6 | 0.2 | -3 | -1.2 | -0.1 | -2.0 | 0
28 | COC(=O)C1=C(c2cccc(C#N)c2)C[C@@H]2CC[C@H]1N2C(=O)NC(C)C | -0.4 | 0.6 | 0 | -0.8 | 6 | -0.2 | 1 | -1.0 | 0.2 | 1.1 | 1
29 | O=C(C(=O)N1CCOCC1)c1cn(Cc2ccccc2)c2ccccc12 | -1.8 | 0.0 | 2 | -2.9 | -2 | -0.1 | 1 | -1.9 | -0.5 | 1.3 | -2
30 | CN1C(=O)C(=Cc2ccc(N3CCCCC3)o2)C(=O)N(C)C1=S | -1.2 | 0.3 | -4 | 0.2 | -3 | -0.7 | 0 | -1.3 | -0.4 | 2.0 | 0
31 | Cc1cc(=O)oc2c(C)c(OCC(=O)N3CCN(Cc4ccc5c(c4)OCO5)CC3)ccc12 | -2.0 | -1.0 | 1 | 2.5 | 2 | 0.1 | 0 | -1.3 | -0.4 | -0.3 | 0
32 | O=C(c1ccc2c(c1)OCO2)N1CCC2(CC1)OCCO2 | -0.3 | -0.6 | 3 | -1.0 | 2 | 0.2 | -1 | -0.5 | -0.3 | 1.8 | 8
33 | CCOc1ccc(Cc2c(O)[nH]c(=O)[nH]c2=O)cc1 | -0.1 | -1.6 | 9 | -0.6 | 3 | -0.1 | -3 | -0.9 | 0.8 | -0.4 | 2
34 | O=c1[nH]c2ccccc2n1C1CCN(C(c2cccs2)c2nnnn2-c2ccc3c(c2)OCCO3)CC1 (configuration not stated) | -4.2 | x | 2 | -7.5 | -18 | -4.7 | -1 | -1.4 | 0.2 | x | -7
35 | O=C1N(c2nncs2)CCN1[N+](=O)[O-] | -1.5 | -1.1 | 1 | 0.7 | 3 | -0.7 | 1 | -0.9 | 0.0 | 2.8 | 5
36 | CCn1cc(/C=c2/sc3n(c2=O)C2c4ccccc4OC(C)(N=3)C2C(=O)OC)c(C)n1 (configuration not stated) | 1.3 | 1.7 | -6 | 0.0 | -2 | -0.4 | -1 | -1.9 | -0.1 | 1.6 | -1
37 | CCOP(=O)(OCC)c1cccc(O)c1 | 0.9 | -0.8 | 4 | 0.4 | 1 | 0.6 | -2 | -1.2 | -0.8 | 0.2 | 0
38 | C[C@]12CC[C@@H](O)CC1=CC(=O)C1C2CC[C@]2(C)C(=O)[C@H](O)CC12 (some centres not stated) | 0.6 | -0.3 | -1 | -0.1 | 1 | 0.5 | -1 | -0.5 | -0.9 | -1.5 | -1
39 | CCS(=O)(=O)NCc1nnc2n1-c1ccc(Cl)cc1C(c1ccccc1)=NC2 | -1.3 | -0.6 | 0 | -1.7 | 1 | 0.1 | -2 | -0.7 | -0.4 | -2.7 | -4
40 | O=C(Nc1ccc(Cl)cc1C(=O)c1ccccc1)c1ccc(Br)o1 | -1.5 | -1.1 | -7 | 1.1 | -3 | 0.4 | 0 | -1.0 | -0.6 | -1.2 | -7
41 | CN(C)P(=O)(CCl)Nc1ccccc1 (configuration not stated) | -1.0 | 0.4 | 5 | -0.8 | 14 | 0.2 | -5 | -1.2 | -0.5 | 0.6 | 5
42 | CC(=O)C1C2c3ccccc3OC1(C)N=c1s/c(=C/c3cn(C)nc3C)c(=O)n12 (configuration not stated) | -1.8 | 0.1 | -2 | 0.3 | 0 | 0.2 | 1 | -0.9 | 1.1 | -1.5 | -4
43 | Cc1cc(C)c(-n2c(O)c(/C=N/N3CCCCC3c3cccnc3)c(=O)[nH]c2=O)c(C)c1 (configuration not stated) | 0.4 | 0.5 | 2 | -1.0 | 4 | -0.3 | -4 | -0.8 | 0.1 | 0.9 | -1
44 | O=C(Nc1cccc2ccccc12)N1Cc2ccccc2-n2nncc2C1 | 1.4 | 0.5 | -11 | 6.6 | 4 | -0.5 | 0 | -1.0 | -11 | 1.7 | -4
45 | Cc1ccccc1O | 0.5 | 3.2 | 3 | 1.6 | 6 | 0.1 | 1 | -1.2 | 0.0 | 1.3 | 10
46 | O=S1(=O)N(Cc2ccc(F)cc2)CCCN1Cc1ccccc1Cl | 5.0 | -0.3 | 1 | -0.2 | -3 | 0.2 | -3 | -0.1 | -0.1 | 0.1 | 1
47 | CCCC[n+]1cc(=N)o[n-]1 | -1.1 | -0.7 | 4 | 0.6 | -1 | 0.1 | -3 | -1.5 | 0.1 | 0.1 | 3
48 | CCc1nnc(NC(=O)CCc2nc(C3=CCN(C)CC3)no2)s1 | 0.2 | -0.5 | 1 | -0.5 | 0 | -0.1 | -3 | -1.3 | 0.2 | 0.9 | 0
49 | O=C(NCC1=C(c2ccc3ccccc3c2)C[C@@H]2CC[C@H]1N2Cc1ccco1)c1ccncc1 | 2.1 | -0.1 | -1 | -1.3 | -15 | -0.2 | -2 | -0.9 | 1.2 | -2.0 | -3

An excerpt; the hit share may differ from the screen's.
